High-throughput results from PubChem BioAssay.
RXFP1 ag – activates the human relaxin receptor RXFP1 | Q9HBX9 | HEK293T-RXFP1 cAMP TR-FRET, 30 min; response scale: percent of porcine relaxin response, buffer zero | Potency, µM (series often up to 57.5 µM), for the others: at the highest dose activation, usual class: activators | 370,000 tested, 0.3% active; active means well fitted activation curve with a large enough effect; inconclusive means small, poorly fitted or top-dose-only effect; further: potency means the concentration at half of the fitted maximal effect; on the % scale 0 is the no-effect control and ±100 the full control effect; nearly all actives have a fitted effect of over 60% in size; many of its hits are not listed in these tables
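HEK293 cells stably expressing RXFP1, treated 30 min at 37C with compounds plus PDE4 inhibitor Ro 20174; cAMP measured by HTRF TR-FRET. Normalized to buffer and 29 nM porcine relaxin; EC50 by Hill fit.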
D1 ag – human D1 receptor agonism; P21728; AID 504660; activation, % at 2 µM; 360,000 tested, 1% active; HEK293 T-REx D1 cells, calcium flux, agonist mode; in the data active means activation above about 30%; further: 0% is about no effect
Target sequence (P21728 whole entry, looked up): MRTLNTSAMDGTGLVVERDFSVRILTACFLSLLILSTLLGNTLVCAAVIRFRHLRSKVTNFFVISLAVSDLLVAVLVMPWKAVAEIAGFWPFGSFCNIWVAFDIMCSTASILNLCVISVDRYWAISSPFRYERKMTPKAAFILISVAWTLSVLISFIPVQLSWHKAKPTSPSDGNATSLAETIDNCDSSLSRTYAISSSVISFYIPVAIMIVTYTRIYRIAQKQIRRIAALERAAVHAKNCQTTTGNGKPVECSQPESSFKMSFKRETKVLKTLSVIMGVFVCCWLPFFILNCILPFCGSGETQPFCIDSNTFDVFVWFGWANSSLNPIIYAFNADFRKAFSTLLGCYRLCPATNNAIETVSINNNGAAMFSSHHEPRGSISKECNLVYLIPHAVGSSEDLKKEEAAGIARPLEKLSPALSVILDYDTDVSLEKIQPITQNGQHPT
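Agonism was scored from calcium flux recorded over 180 s (1 read/s) after pintool compound addition, following a 10-cycle baseline. Cells were inducible force-coupled HEK293 TREx D1, plated overnight at 30 C and loaded with no-wash calcium dye.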
D2 antagonist – D2 dopamine receptor (human) antagonism; P14416; HEK293 TREx D2 cells, calcium flux, dopamine EC80; inhibition, % at 10 µM; 340,000 tested, 2% active; in the data active means inhibition above about 30%; further: 0% is about no effect
Target sequence (P14416 whole entry, looked up): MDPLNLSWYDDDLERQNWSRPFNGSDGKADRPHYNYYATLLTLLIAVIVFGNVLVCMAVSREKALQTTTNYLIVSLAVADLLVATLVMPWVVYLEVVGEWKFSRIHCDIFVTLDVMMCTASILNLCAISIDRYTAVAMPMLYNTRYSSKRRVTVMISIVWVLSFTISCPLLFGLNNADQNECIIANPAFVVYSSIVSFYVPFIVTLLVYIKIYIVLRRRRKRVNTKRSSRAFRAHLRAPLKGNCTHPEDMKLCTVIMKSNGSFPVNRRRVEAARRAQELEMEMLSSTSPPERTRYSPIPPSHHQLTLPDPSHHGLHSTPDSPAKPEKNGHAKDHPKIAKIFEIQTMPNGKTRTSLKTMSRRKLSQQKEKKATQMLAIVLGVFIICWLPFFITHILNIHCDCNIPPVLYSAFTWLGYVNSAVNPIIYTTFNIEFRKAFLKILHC
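Tetracycline-induced HEK293 TREx cells expressing D2 receptor forced-coupled to calcium signalling, loaded with no-wash calcium dye. Compounds added and calcium flux read 180 s, then dopamine added at EC80 and read a further 180 s.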
D1 antag – antagonists of human D1 dopamine receptor; HEK293 TREx D1 cells, calcium flux, dopamine EC80; stronger effect = lower value; activity change, negative = inhibition, % at 10 µM; 360,000 tested, 3.2% active; AID 504652; in the data active means activity change below about -30%; further: on the % scale 0 is the no-effect control and ±100 the full control effect
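Antagonism measured as reduced calcium response to an EC80 dopamine addition following 180 s compound pre-read; cells were inducible HEK293 Trex D1 plated overnight at 30 C, read kinetically at 1 cycle/sec.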
D2 ag – activates the human D2 dopamine receptor. P14416. HEK293 T-REx D2 cells, calcium flux agonist mode. activation, % at 2 µM. 340,000 tested, 0.53% active;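 active means activation over 3 SD above normal in the single-dose calcium agonist read, cut at about 30% in these data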; further: 0% is about no effect
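In this primary screen, compounds producing a positive calcium signal within 180 s of addition to tetracycline-induced, force-coupled HEK293 Trex D2 cells are flagged; cells are dye-loaded with a no-wash calcium kit beforehand.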
D2 potentiator – D2 dopamine receptor (human) potentiation | P14416 | HEK293 T-REx D2, calcium flux, EC20 dopamine potentiation | potentiation, % at 10 µM | 340,000 tested, 0.34% active | AID 485347;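 active means potentiation over 3 SD above the plate norm, cut at about 30% in these data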; further: 0% is about no effect
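Potentiation of an EC20 dopamine calcium response is measured in a force-coupled, tetracycline-inducible Hek293 Trex D2 line. Compound-only kinetic reads over 180 s flag agonists before dopamine addition.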
D1 PAM – potentiators of human D1 dopamine receptor; AID 504651; HEK293 TREx D1 cells, calcium flux, dopamine EC20 potentiation; 360,000 tested, 0.036% active; potentiation, % at 10 µM; P21728; in the data active means potentiation above about 30%; further: 0% is about no effect
RXFP1 antagonist – antagonists of human relaxin receptor RXFP1. Q9HBX9. HEK293-RXFP1, relaxin-stimulated cAMP HTRF, 30 min; stronger effect = lower value. activity change, negative = inhibition, % at 57.5 µM. 350,000 tested, 0.59% active;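 active means activity change of -60% or lower, but not beyond a set lower limit; inconclusive means change between -60% and -40%, or beyond the set limit; inactive means change above -40%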; further: on the % scale 0 is the no-effect control and ±100 the full control effect
TRHR PAM – TRH receptor (human) allosteric enhancement | P34981 | TRHR cells, fluo-8 calcium fluorescence, EC20 TRH enhancement | enhancement, % at 2 µM | 360,000 tested, 0.66% active; in the data active means enhancement above about 30%; further: 0% is about no effect
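Enhancer read-out: after compound pinning and an initial kinetic agonist-mode read, an EC20 of TRH (10 nM final) was injected and fluo-8 calcium signal (Ex 480/Em 530) followed at 1 s/cycle for 100 cycles in TRHR-expressing cells.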
Starred values were filed as active, the others as inactive; ? = inconclusive; . = not tested or not shown.

SMILES	RXFP1 ag	D1 ag	D2 antagonist	D1 antag	D2 ag	D2 potentiator	D1 PAM	RXFP1 antagonist	TRHR PAM
O=C(CCl)c1ccc(Cc2ncc(C(F)(F)F)cc2Cl)s1	6.0%	1.4	-6.5	14.8	-0.6	-1.8	-1.6	-20.0	5.7
CN(C)S(=O)(=O)N1CCN(C(=O)c2cccs2)CC1	0.5%	1.8	11.2	10.9	-0.3	2.8	-6.8	6.4	0.0
CNS(=O)(=O)c1cn(CC(=O)Nc2cccc(C(F)(F)F)c2)cc1S(=O)(=O)NC	-0.2%	4.5	.	-4.3	0.4	1.6	-2.2	-10.6	0.2
Cc1ccc2c(c1)C(c1ccc(F)cc1)N(C(=O)c1cc3ccccc3oc1=O)CC(=O)N2 (configuration not stated)	0.5%	3.5	-9.7	48.2	8.6	-3.9	0.8	.	0.9
COc1cc(CO)ccc1OCC(=O)Nc1ccc(Br)cc1	-0.8%	2.8	.	5.0	.	.	-1.4	1.8	-3.0
CC1CN(C(C)C(=O)NC(c2ccccc2)c2ccccc2)CC(C)O1 (configuration not stated)	-0.4%	0.3	11.8	-6.1	-0.9	0.8	4.7	13.9	-5.3
CC1CCN(C(=O)COc2ccc(Nc3ccccc3)cc2)CC1	3.7%	5.3	9.4	9.6	-1.0	-0.8	-3.9	-12.3	-1.3
O=C(Nc1cccc(F)c1)c1ccc2c(c1)N(Cc1ccccc1)C(=O)c1ccccc1S2(=O)=O	6.3%	8.6	.	21.1	1.1	2.4	-0.6	.	-2.5
Cc1ccc2c(c1)COc1c3ccc(C(=O)NCCO)cc3nn1-2	-3.3%	4.4	.	13.0	.	1.7	-0.7	.	-3.7
CCOc1ccccc1CNC(=O)c1ccc2nc(CCc3ccccc3)oc2c1	-0.1%	14.0	.	-6.6	0.7	4.4	-3.5	-11.7	-0.2
COc1cccc(N=c2oc3ccccc3cc2-c2nc3ccccc3[nH]2)c1	1.4%	2.4	-3.0	-4.5	0.2	-1.2	2.2	-7.8	6.1
Cc1ccc2cccc(OCc3ccccc3)c2n1	2.3%	4.3	-13.3	3.7	0.2	5.6	0.3	-6.7	-4.4
CCCc1nc2ccccc2n1CC(O)COc1ccc(NC(C)=O)cc1 (configuration not stated)	-1.2%	2.7	-19.5	-33.5*	0.4	-3.3	-3.9	-11.6	6.7
CC(C)NC(=O)c1ccccc1NC(=O)C1CC(=O)N(C(C)C)C1 (configuration not stated)	1.0%	3.2	5.8	10.2	1.1	2.1	-2.6	6.5	4.9
CC(=O)NC1=NN(C(C)=O)C2(S1)C(=O)N(CC(C)C)c1ccc(C)cc12 (configuration not stated)	-0.1%	0.9	-5.2	-7.0	0.7	3.4	-0.7	-2.3	0.8
N#C/C(=C/c1cn(Cc2ccc(F)cc2)c2ccccc12)C(=O)Nc1cccc(Cl)c1	1.3%	6.2	.	-0.9	1.1	-8.8	-2.5	0.4	0.2
COc1ccc(CC2(C)OC(c3ccc(Cl)cc3)=NN2C(C)=O)cc1 (configuration not stated)	-0.1%	1.6	15.6	4.7	-1.0	2.4	-2.9	?	3.7
CCCC(=O)Nc1c(C(=O)OCC)[nH]c2ccccc12	2.4%	0.0	-13.1	-6.6	-1.4	10.0	2.5	.	2.3
COc1ccccc1OCC(=O)N1CCC(c2nc3ccccc3o2)CC1	0.0%	-2.1	.	10.2	.	-5.4	-2.1	-20.0	-3.9
O=C(CNC(=O)c1ccco1)N/N=C/c1ccccc1[N+](=O)[O-]	1.5%	4.8	-12.5	-6.7	0.2	0.2	-6.1	-4.7	6.6
COc1cccc(-n2c(N)c(-c3nc4ccccc4[nH]3)sc2=S)c1	-0.9%	-0.4	-9.5	6.1	-0.7	.	-2.5	-13.1	-2.6
CC(NC(=O)c1ccc(Br)cc1)c1ccc2c(c1)CCCC2 (configuration not stated)	1.0%	3.5	20.4	-12.8	-0.8	-7.0	8.2	?	-4.1
CCCC(=O)Nc1nc2c(OC)ccc(OC)c2s1	3.7%	2.7	2.9	17.9	0.1	1.7	.	-3.0	1.6
COC(=O)Cc1c(C)c2ccc(O)c(CNCc3ccc(OC)c(OC)c3)c2oc1=O	25.8%	2.8	-7.6	6.9	0.0	-0.7	-0.9	-3.0	6.3
CC(C)c1ccc(N2CCN(C(=O)c3ccccc3NC(=O)/C=C(\C(=O)O)c3ccccc3)CC2)cc1	-1.7%	19.5	11.8	-3.4	0.0	-2.9	-7.4	.	6.5

Marked active in D1 antag (from the list above):
smiles,D1 ag,D2 antagonist,D1 antag,D2 potentiator,D1 PAM,RXFP1 antagonist,TRHR PAM
CCCc1nc2ccccc2n1CC(O)COc1ccc(NC(C)=O)cc1 (configuration not stated),2.7,-19.5,-33.5*,-3.3,-3.9,-11.6,6.7

Later entries.
SMILES	RXFP1 ag	D1 ag	D2 antagonist	D1 antag	D2 ag	D2 potentiator	D1 PAM	RXFP1 antagonist	TRHR PAM
CC(C)C(=O)Nc1nc(-c2ccccc2)ns1	0.1%	6.5	12.1	-9.6	-0.3	3.4	-8.2	-8.9	-7.5
COc1ccc(-c2nc3c(c(SCC(=O)Nc4ccccc4F)n2)Cc2cc(C)ccc2O3)cc1	0.1%	3.6	.	-0.4	0.8	-0.5	-4.7	-4.6	-6.0
CCCN(CCC)CC(C)(C)NS(=O)(=O)c1ccc(Cl)cc1	-3.2%	2.3	-22.8	10.6	24.9	-10.5	-8.7	-3.9	-4.7
CCN(CC)CCNC(=O)c1cc(Sc2nnc(C)s2)nc2ccccc12	2.6%	2.9	-1.3	14.7	0.7	5.1	-2.9	11.7	-5.1
Cc1ccccc1NC(=O)C(C)OC(=O)C1CC(=O)N(Cc2ccco2)C1 (configuration not stated)	-2.3%	0.9	-13.6	12.5	0.7	-14.7	-1.2	-2.6	-2.0
CC(=O)Nc1ccc(Oc2cnc3ccccc3n2)cc1	2.7%	4.6	.	-6.6	.	.	-2.6	-4.7	4.2
Cc1cc(C)c2nc(N3CCCC(C(=O)NCCCN4CCOCC4)C3)sc2c1 (configuration not stated)	0.1%	0.2	-4.8	1.1	-0.8	-1.1	-4.2	-11.4	-4.5
CCOC(=O)[C@H]1[C@H]2COc3ccccc3[C@@H]2N2C(=O)c3cc(OC)ccc3NC(=O)[C@@]12C	0.7%	-0.7	1.2	2.2	-0.2	-14.0	3.8	.	7.0
O=C(NC1=NCCS1)NC12CC3CC(CC(C3)C1)C2	0.2%	-2.3	2.5	16.8	-0.4	7.9	3.5	1.5	6.7
O=S(=O)(c1ccccc1)N1CCN(c2nc(-c3cccs3)nc3ccccc23)CC1	0.2%	1.8	-18.3	4.3	0.9	0.7	0.6	.	0.2
O=C(CSC(=S)N1CCOCC1)Nc1ccc(S(=O)(=O)Nc2ncccn2)cc1	-1.6%	4.0	7.1	9.4	-0.4	7.5	-4.4	25.3	5.0
COc1ccc(N=C2SC(CC(=O)Nc3cccc(Cl)c3)C(=O)N2Cc2ccco2)cc1 (configuration not stated)	5.3%	6.4	-11.6	-2.6	0.8	-2.1	-0.6	-4.4	0.4
COc1cc(C2Nc3ccccc3C(=O)N2NS(C)(=O)=O)c([N+](=O)[O-])cc1OC (configuration not stated)	2.2%	0.6	-12.8	-9.8	1.0	4.2	-5.9	-6.5	14.2
CC(NC(=O)CN(C)Cc1cccc(F)c1)c1ccccc1 (configuration not stated)	0.1%	-0.7	-39.3	-9.6	5.7	8.6	9.6	5.8	7.6
COc1cc(/C=C2\SC(=O)N(c3ccc(Cl)cc3)C2=O)cc([N+](=O)[O-])c1O	0.9%	1.1	-6.4	1.8	-0.2	3.2	-1.9	-17.4	20.9
CN1CCN(c2ccc(-c3ccnn3C(=O)Nc3cccc(C(F)(F)F)c3)cc2)CC1	-1.8%	10.5	-10.6	-1.0	-0.7	2.8	-13.7	-1.6	2.9
O=C1OCCC1Sc1nnc(-c2ccc3c(c2)OCO3)o1 (configuration not stated)	0.4%	0.1	-15.6	0.4	2.0	-4.8	-3.4	-3.2	-2.3
Cc1ccc(CNC(=O)C2CC3Cn4c(nc5cc(Cl)c(Cl)cc54)C3N2C)o1 (configuration not stated)	0.0%	2.1	-4.2	2.7	0.6	6.5	-5.7	.	8.9
CCN(C(=O)COc1ccc(F)cc1Br)c1c(N)n(Cc2ccccc2)c(=O)[nH]c1=O	0.8%	1.9	-8.0	-40.5*	0.2	-10.3	-4.3	1.5	-4.5
CCN(C(=O)c1nn(-c2ccc(OC)c(Cl)c2)c(=O)c2c1c1ccccc1n2C)c1cc(OC)ccc1OC	2.2%	0.6	.	-3.7	0.2	-2.5	3.0	-18.9	-4.3
CCCNC(=O)c1ccc(CNc2c(N3CCC(C(=O)OCC)CC3)c(=O)c2=O)cc1	-0.2%	3.6	-3.2	3.0	1.0	8.8	1.3	-3.0	6.3
CC1CCN(CC2CCN(C(=O)Nc3ccc(Br)cc3F)CC2)CC1	-1.4%	0.9	.	11.6	1.9	3.8	-0.8	-9.6	-6.4
Cc1noc(C)c1COC(=O)/C=C/c1ccc(Cl)cc1	-0.1%	8.7	10.6	-8.0	0.9	0.2	-2.1	1.1	4.6
Cc1ccc(Sc2ncnc(N)c2[N+](=O)[O-])cc1	3.2%	0.5	-19.4	-16.6	0.5	6.2	-6.5	12.3	-1.8
COc1cccc(CNC(=O)CCS(=O)(=O)c2cc3c4c(c2)CCN4C(=O)CC3)c1	0.2%	1.8	.	-5.0	.	-2.7	-2.5	.	-3.1
CCCCCCCCCC(=O)N1CCN(c2cc3c(cc2F)c(=O)c(C(=O)O)cn3CC)CC1	1.6%	-0.1	7.0	6.3	-0.9	2.0	-9.1	3.7	-6.1
COc1ccc(CNc2nc3ccccc3n2CCN2CCCCC2)c(OC)c1	0.6%	12.5	0.0	-41.0*	7.3	-20.0	-9.1	-17.3	-3.7
CCCC(c1c(C)n(C)n(-c2ccccc2)c1=O)c1c(C)n(C)n(-c2ccccc2)c1=O	3.7%	0.1	2.9	-13.6	-0.4	1.0	-1.4	0.7	-22.7
O=C(c1ccco1)N1CCCC(c2nc3c(nnn3Cc3c(Cl)cccc3Cl)c(=O)[nH]2)C1 (configuration not stated)	-1.8%	0.3	4.7	1.5	-0.1	-0.3	-0.8	-2.3	-1.3
O=S(=O)(c1ccc(F)cc1)N1CCC(N2CCCCCC2)CC1	0.7%	2.2	42.0*	10.1	14.1	-8.0	1.6	-6.4	2.3

Only part of the results is shown; count on the stated rates, not on these rows.
